AID2073: inhibitors of Mint1-CaV2.2 protein interaction, biochemical, HTRF (AID 2073) | HTRF protein-protein interaction, Mint1-CaV2.2; higher % means a stronger effect | inhibition, % at 20 µM, or IC50 in µM where a hit was titrated | 290,000 tested, 0.19% active; in the data active = inhibition mostly above about 51%, no sharp cut-off; inconclusive = no clear call, values can overlap the other calls; inactive = mostly below about 53%; also: some results filed as inactive read as strong as hits
HIV fusion peptide: inhibitors of HIV fusion peptide binding, primary screen, biochemical, uHTS, fluorescence dequenching (AID 1986). cell-free peptide binding, fluorescence dequenching, 30 min; higher % means a stronger effect. inhibition, % at 20 µM; hits with a dose series show IC50 in µM. 290,000 tested, 0.3% active; in the data active = inhibition mostly above about 52%, no sharp cut-off; inactive = mostly below about 76%; also: some results filed as inactive read as strong as hits
NS5 inhibitors: Dengue-2 NS5 methyltransferase inhibitors, primary screen, biochemical, confirmation dose response (AID 588689). inhibition, % at 25 µM; hits with a dose series show IC50 in µM. Genome polyprotein (Dengue virus type 2 (strain 16681-PDK53)). 340,000 tested, 0.3% active. Dengue-2 NS5 methyltransferase capping enzyme assay, biochemical; higher % means a stronger effect; in the data active = a potency from the dose series; inconclusive = inhibition above about 29% without an active follow-up result
HEK293 NOD2/NF-kB: NOD2 signaling inhibitors, cell-based, luminescence, uHTS, HEK293 (AID 1566). HEK293 NOD2/NF-kB luciferase reporter, luminescence; higher % means a stronger effect. inhibition, % at 4 µM, or EC50 in µM where a hit was titrated. 290,000 tested, 0.63% active; also: many of its hits are not listed in these tables
West Nile antiviral: West Nile virus antiviral activity, cell-based, CPE readout (AID 1621) | West Nile virus-infected cells, CPE inhibition; higher % means a stronger effect | CPE inhibition, % at 10 µM; hits with a dose series show IC50 in µM | 290,000 tested, 0.02% active; in the data active = a potency from the dose series; inconclusive = CPE inhibition mostly from about 3.7% at the one dose, without a potency; inactive = the rest, 99 in 100 with CPE inhibition below about 2.2%; also: strong numbers were not always called active
Yfh1-depleted yeast: enhancers of respiration in Yfh1-depleted yeast, dose response, Friedreich's ataxia, plus single-dose screen (AID 1465); fold induction at 50 µM; hits with a dose series show EC50 in µM; S. cerevisiae Yfh1-off respiration, WST-1 reduction, 72 h; higher fold induction means a stronger effect; 220,000 tested, 0.074% active;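 active = fold induction of absorbance versus untreated yeast above a set limit, then at least 30% activation at any dose in follow-up; inconclusive = repeats straddling the limit, or above it without dose testing; inactive = fold induction below the set limit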;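 also: activators that raise dye reduction in frataxin-depleted yeast; strong numbers were not always called active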
KOR beta-arrestin-1: KOR antagonists, beta-arrestin recruitment, cell-based, luminescence, uHTS (AID 1778); inhibition, % at 10 µM, or IC50 in µM where a hit was titrated; 290,000 tested, 0.091% active; KOR beta-arrestin recruitment, luminescence, antagonist mode; higher % means a stronger effect; also: strong numbers were not always called active
NOD1 inhibition: NOD1 signaling inhibitors, primary screen, cell-based, luminescence, uHTS (AID 1578) | 290,000 tested, 1% active | NOD1-driven NF-kB luciferase reporter cells, luminescence; higher % means a stronger effect | inhibition, % at 4 µM; hits with a dose series show EC50 in µM; in the data active = inhibition mostly above about 36%, no sharp cut-off; inactive = mostly below about 34%;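 also: HEK-293T reporter cells stimulated with the NOD1 agonist gamma-tri-DAP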
KOR beta-arrestin-2: KOR agonists, beta-arrestin recruitment, primary screen, cell-based, luminescence, uHTS (AID 1777) | Kappa-type opioid receptor (Homo sapiens) | KOR beta-arrestin recruitment, luminescence; higher % means a stronger effect | activation, % at 10 µM, or EC50 in µM where a hit was titrated | 280,000 tested, 0.02% active; in the data active = activation above about 50%, passing the limit was not always enough; also: a part of the inactive calls stands beside numbers as strong as those of hits
NS5 inhibitors pilot replicate: also measured in NS5 inhibitors; calls as there; inhibition, %; measured here: pilot screen replicate inhibition
* hit, by the source's call; i = inactive; ? = inconclusive; nt = no result given; [ ] = another dose, or the depositor's remark. Rule as the data show it, unless noted: active = inhibition above about 50%; inactive = the rest. A portion of the library; count on the stated rates, not on these rows.

SMILES | AID2073 | HIV fusion peptide | NS5 inhibitors | HEK293 NOD2/NF-kB | West Nile antiviral | Yfh1-depleted yeast | KOR beta-arrestin-1 | NOD1 inhibition | KOR beta-arrestin-2 | others
O=C(c1cccc(C(F)(F)F)c1)N1CCN(c2cc(=O)[nH]nc2-c2ccccc2)CC1 | 5% | -0.7% | -1% | 25% | -0.5% | i | -12% | 10% | -0.4%
CCOCCCNS(=O)(=O)c1ccc2c(c1)oc(=O)n2CC(=O)OCC | 4% | 0.9% | 1% | -3% | 0.2% | i | 8% | -20% | -4.9%
CCOc1ccc(-c2nnn(CC(=O)c3ccc4c(c3)OCCO4)n2)cc1OCC | 2% | -0.6% | -4% | 8% | -0.4% | i | -4% | 14% | -0.1%
FC(F)(F)c1nc(N2CCCC2)ncc1-c1nnnn1-c1ccc(Cl)cc1 | 13% | 6.7% | 1% | 33% | -1.5% | i | -4% | 32% | 4.7%
Cc1ccc(Cn2c(C(=O)NCCCN3CCOCC3)cc3sccc32)cc1 | -2% | 3.4% | -3% | 15% | -0.1% | i | -16% | -20% | -6.2%
Cc1cc(SCNC(=O)c2ccccc2)nc(C(C)C)n1 | 15% | -0.1% | 6% | 3% | 0.5% | i | -2% | -17% | -2.1%
C=CCn1cccc(C(=O)Nc2ccc(N(C)C)cc2)c1=O | -8% | -1.0% | 6% | -8% | -0.7% | nt | 10% | -4% | -1.9%
COc1ccc(N(CC(=O)N2CCN(c3ccc(Cl)cc3)CC2)S(=O)(=O)c2c(C)noc2C)cc1 | 18% | -1.4% | 1% | 9% | -0.8% | nt | -6% | 2% | 7.8%
Cc1ccc(OCC(=O)Nc2ccccc2F)cc1C | 1% | -1.0% | 2% | -92% | -0.4% | i | -15%[20 µM] | -21% | nt
CCOc1ccc(S(=O)(=O)NCC2CCCO2)c2cccnc12 (configuration not stated) | 4% | 0.0% | 3% | -6% | 0.6% | i | 46% | -28% | -2.2%
CN(C)c1nc(SCC#N)nc(N2CCOCC2)n1 | -3% | 0.2% | -8% | 0% | 0.3% | i | -14% | 3% | -0.3%
O=c1c2ccccc2n2c(-c3cccc(Cl)c3)nnc2n1Cc1ccccc1 | 0% | -2.3% | 0% | 14% | -1.5% | i | 17% | 8% | 4.0%
CC(=O)Nc1ccc(-c2csc(NC(=O)CCCc3cccs3)n2)cc1 | 2% | 1.2% | -4% | -26% | -0.4% | i | -15% | -55% | 1.0%
Cc1ccccc1NS(=O)(=O)c1cccc(-c2nnc(-c3ccccc3)o2)c1 | -5% | -1.9% | -8% | 10% | -0.6% | i | -10% | 16% | 6.2% | NS5 inhibitors pilot replicate=0.6
CCOc1ccc(CN(CCO)CCO)cc1C(=O)OC | -1% | -3.5% | 10% | 16% | 0.0% | i | 25% | -3% | -4.8%

The list goes on, starting with the last two of the part before.
SMILES | AID2073 | HIV fusion peptide | NS5 inhibitors | HEK293 NOD2/NF-kB | West Nile antiviral | Yfh1-depleted yeast | KOR beta-arrestin-1 | NOD1 inhibition | KOR beta-arrestin-2 | others
Cc1ccccc1NS(=O)(=O)c1cccc(-c2nnc(-c3ccccc3)o2)c1 | -5% | -1.9% | -8% | 10% | -0.6% | i | -10% | 16% | 6.2% | NS5 inhibitors pilot replicate=0.6
CCOc1ccc(CN(CCO)CCO)cc1C(=O)OC | -1% | -3.5% | 10% | 16% | 0.0% | i | 25% | -3% | -4.8%
CCCCN(C)C(=O)c1cn(C)c2ccc(S(=O)(=O)N(C)C)cc2c1=O | 5% | 2.0% | 0% | 5% | -0.3% | i | 11% | -14% | -7.3%
O=C1C=C(O)CC(c2cccs2)C1 (configuration not stated) | 7% | 12% | -2% | 9% | -0.2% | i | 2% | nt | -2.3%
CCc1nc(SCc2ccccn2)c2c(=O)n(C)c(=O)n(C)c2n1 | 5% | 2.9% | 1% | 19% | -0.3% | i | -3% | -7% | -2.2%
O=C(CSc1nnc(-c2cccs2)n1-c1ccccc1)NCc1ccc2c(c1)OCO2 | -2% | -4.3% | 2% | 19% | -0.4% | i | 25% | -2% | -6.2%
Cc1cccc(C)c1NC(=O)CCCCCNS(=O)(=O)c1ccccc1 | -10% | -1.1% | -7% | 22% | -0.1% | i | 9% | -16% | 1.9%
O=C(O)C1=C[C@H](c2ccc(F)cc2)C[C@H](OCCCCO)O1 | -1% | 1.5% | 3% | 6% | 0.1% | i | 24% | -7% | -2.4%
Cc1cc(C)n(CC(=O)c2ccc(Br)cc2)c(=O)c1C#N | -1% | 0.7% | -4% | -32% | -0.4% | i | 7% | -44% | 1.5%
CN1CCN(C(=O)/C(=C/c2cn(C)c3ccccc23)NC(=O)c2ccccc2)CC1 | 5% | -0.2% | -7% | 11% | 0.1% | nt | -19% | -3% | 4.3%
CCc1sc(N2C(=O)C3C4CCC(C4=C(C)C)C3C2=O)nc1-c1ccccc1 (configuration not stated) | 8% | 1.7% | -9% | 7% | -0.2% | i | 18% | 15% | -0.7%
COc1ccc(NC(=O)CN2C(=O)NC3(CCCC3)C2=O)cc1Cl | 16% | -1.6% | -1% | -9% | -0.2% | nt | 3% | -1% | -2.4%
CCCNC(=O)NCCC12CC3CC(CC(C3)C1)C2 | 9% | 3.3% | -8% | 6% | 0.2% | i | 23% | -41% | -4.3%
COc1ccc(Cn2c(N)c(C#N)c3nc4ccccc4nc32)cc1 | 34% | 7.3% | -1% | -6% | nt | nt | -31% | -18% | 3.0%
O=C(NC1CCCCC1)C1(c2ccccc2)CC1(Cl)Cl (configuration not stated) | 6% | 2.2% | -8% | -10% | -1.0% | i | 24% | -19% | -2.3%
Cc1cc(-c2ccc(C)c(S(=O)(=O)NCc3ccc(Br)cc3)c2)on1 | 3% | 2.3% | 1% | 25% | -0.3% | nt | -55% | 72%* | -0.4%
O=C(CC1C(=O)NCCN1Cc1ccccc1C(F)(F)F)NC1CCC1 (configuration not stated) | 2% | 1.2% | 3% | 6% | 0.6% | nt | -8% | -22% | 19%
COc1cc(CN2CCCCC2C(=O)Nc2ccc(Oc3ccccc3)nc2)ccc1O (configuration not stated) | 14% | -1.5% | -5% | 3% | 0.3% | nt | 27% | 10% | -4.6%
Cc1cc(C(=O)N2CCN(c3ccccc3)CC2)c(C)o1 | 2% | 0.1% | -12% | -8% | -0.4% | i | 26% | -40% | 1.3%
COc1cc(NS(=O)(=O)c2ccc(NC(=O)c3cccs3)cc2)nc(OC)n1 | 4% | 3.1% | 1% | 6% | 0.7% | nt | -3% | -25% | 5.1%
COc1ccc(NC(=S)N/N=C/c2ccc(F)cc2)cc1OC | -18% | -1.3% | nt | -26% | -0.7% | i | 8% | -30% | -4.5%
COc1cccc(C(=O)COc2ccccc2N2C(=O)C3C4C=CC(C4)C3C2=O)c1 (configuration not stated) | -2% | 2.8% | -4% | -12% | -0.5% | i | 1% | 0% | -1.0%
O=c1[nH]c2ccc(Cl)cc2c(-c2ccccc2)c1N1CCN(c2ccccn2)CC1 | 30% | 2.1% | -5% | 9% | -0.9% | i | -11% | 2% | 1.5%
Cc1cc([N+](=O)[O-])ccc1-c1ccc(C2Nc3ccccc3C(=O)N2O)o1 (configuration not stated) | 52% | 17% | 8% | 9% | 2.3% | i | -48% | 36% | 0.8%
CCCCn1cnc2cc(NCc3cccc(OC)c3O)ccc21 | -28% | -1.5% | -1% | -8% | -0.2% | i | -2% | -9% | -0.8% | NS5 inhibitors pilot replicate=0.8
CNC(=O)NCCN1CCCC1=O | -1% | -1.5% | -6% | 7% | 0.0% | i | -4% | -7% | -0.4%
O=C(O)/C=C/c1ccc(-n2ccnc2)cc1 | -4% | -0.3% | -10% | 9% | -0.2% | i | 20% | 1% | -2.7%
CCCNC(=O)C12CCC(C)(c3nc4cc(C)c(C)cc4nc31)C2(C)C (configuration not stated) | 1% | -0.3% | 2% | 15% | -0.4% | i | 3% | -15% | -1.3%
Cc1cc(C)c(NC(=O)CSc2nnc(CN3CCOCC3)n2C)c(C)c1 | 10% | -1.4% | -13% | -1% | 0.0% | nt | 2% | -12% | -2.1%
O=C(NCc1cccc(F)c1F)C1CCC(=O)N(C2CCCCCC2)C1 (configuration not stated) | -4% | -1.0% | -2% | 2% | -0.5% | nt | -18% | -40% | -0.2%
O=C(c1ccccc1)c1ccccc1C(=O)N1CCCC1 | -9% | -0.4% | 0% | -12% | -0.3% | i | 15% | -31% | 8.1%
Clc1ccc(N2CCN(c3nc4nonc4nc3N3CCSCC3)CC2)nc1 | 22% | 3.9% | -3% | 11% | -0.7% | i | 11%[20 µM] | -35% | -4.5%
Cc1ccc(/C(O)=C2/C(=O)C(=O)N(c3ccccn3)C2c2ccc([N+](=O)[O-])cc2)cc1 (configuration not stated) | 1% | 3.5% | 14% | 1% | -0.1% | nt | -22%[20 µM] | -31% | -4.3%
CC(C)(C)C1CCC(C(=O)Nc2ccccc2)CC1 (configuration not stated) | 1% | -2.4% | -10% | -5% | -0.5% | i | -4% | -11% | 2.3%
O=C(CCl)NCc1cc(-c2ccc(Cl)cc2)no1 | 5% | 0.4% | -2% | 19% | 3.0% | i | -4% | 88%* | 0.7%
CC(C)C(NS(=O)(=O)c1ccc2c(c1)C(C)(C)C(=O)N2C)C(=O)NCc1ccc(F)cc1 (configuration not stated) | 7% | -0.5% | -4% | 20% | -0.5% | nt | -20%[20 µM] | -6% | -5.4%
Cc1cc(=O)[nH]c(SCC(=O)NCc2ccc3c(c2)OCO3)n1 | -2% | -1.3% | 8% | 2% | -0.3% | nt | -4% | -38% | -4.1%
CC(=O)c1cccc(NC(=O)NC(C)c2ccc3c(c2)OCO3)c1 (configuration not stated) | ? | 0.2% | -4% | 11% | -0.9% | nt | 10% | -33% | 0.3%
c1ccc(C[n+]2cccc(-c3ccccc3)c2)cc1 | 2% | 0.6% | -1% | 10% | ? | i | -66% | 13% | 3.7%
O=C(N/N=C/c1ccc(N2CCOCC2)cc1)c1ccccc1NS(=O)(=O)c1cccs1 | 36% | 7.8% | -2% | 8% | 0.4% | i | -15% | -34% | -1.0%
COc1cccc(C(=O)NNC(=O)Cc2ccc([N+](=O)[O-])cc2)c1 | 5% | -0.1% | -7% | 23% | -0.3% | i | 10% | -4% | -4.8%
Cc1ccc(NC(=O)CN2CCC(NC(=O)c3cccc(F)c3)CC2)cc1C | 4% | 0.6% | nt | -3% | -1.5% | nt | -1% | 17% | 1.4%
Cc1nc(N2CCN(c3ccccn3)CC2)c2c(C)c(C(=O)Nc3c(F)cc(F)cc3Br)sc2n1 | 37% | 2.1% | -8% | 34% | 0.0% | nt | -42% | -29% | -9.7%
O=c1c2cc3ccccc3n2cnn1Cc1ccccc1F | 15% | -0.7% | -2% | -17% | 1.7% | i | 10% | -30% | -0.8%
CCCn1nc(C(=O)Nc2nc3ccccc3[nH]2)c2ccccc2c1=O | 3% | -4.1% | -10% | -4% | -0.1% | i | -5% | -23% | -0.2%

Screening data: PubChem BioAssay, several laboratories
